Screening data as filed in PubChem.
Redox H2O2 prof: compounds producing H2O2 with reducing agent – biochemical, NIH compound library profiling, artefact control for MLSCN library redox annotation, primary screen; DTT-dependent redox cycling H2O2, phenol red/HRP absorbance; 100% = 100 µM peroxide control, 0% = buffer; activation, % at 10 µM; 0.03% of 200,000 active;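 active = activation of at least 50% relative to the plate's high and low controls in the primary single-dose screen; inactive = activation below 50%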;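 note: compound incubated with DTT at 0.8 mM final as the reducing agent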
STAT1 inh: STAT1 signaling inhibition | NIH 3T3 STAT1-luciferase reporter, IFN-gamma, luminescence | inhibition, % at 5.5 µM | 0.35% of 200,000 active | AID 920;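 active = inhibition above a set limit, the mean inhibition across all tested compounds plus 3 SD, cut at about 34% in these data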;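 note: 0% = IFN-gamma with DMSO and 100% = IFN-gamma with 300 µM nifuroxazide; values of inactives mirror those of a sister screen read the other way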
TLR4 MyD88 comp: blocks binding of human TLR4 to MyD88; O00206+Q99836; HeLa CL3-4 TLR4/MyD88 BLA complementation, FRET ratio; inhibition, % at 8.4 µM; 0.18% of 200,000 active; in the data active = inhibition above about 25%;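 note: 0% = vehicle and 100% = reference inhibitor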
Target sequence (O00206 whole entry, looked up): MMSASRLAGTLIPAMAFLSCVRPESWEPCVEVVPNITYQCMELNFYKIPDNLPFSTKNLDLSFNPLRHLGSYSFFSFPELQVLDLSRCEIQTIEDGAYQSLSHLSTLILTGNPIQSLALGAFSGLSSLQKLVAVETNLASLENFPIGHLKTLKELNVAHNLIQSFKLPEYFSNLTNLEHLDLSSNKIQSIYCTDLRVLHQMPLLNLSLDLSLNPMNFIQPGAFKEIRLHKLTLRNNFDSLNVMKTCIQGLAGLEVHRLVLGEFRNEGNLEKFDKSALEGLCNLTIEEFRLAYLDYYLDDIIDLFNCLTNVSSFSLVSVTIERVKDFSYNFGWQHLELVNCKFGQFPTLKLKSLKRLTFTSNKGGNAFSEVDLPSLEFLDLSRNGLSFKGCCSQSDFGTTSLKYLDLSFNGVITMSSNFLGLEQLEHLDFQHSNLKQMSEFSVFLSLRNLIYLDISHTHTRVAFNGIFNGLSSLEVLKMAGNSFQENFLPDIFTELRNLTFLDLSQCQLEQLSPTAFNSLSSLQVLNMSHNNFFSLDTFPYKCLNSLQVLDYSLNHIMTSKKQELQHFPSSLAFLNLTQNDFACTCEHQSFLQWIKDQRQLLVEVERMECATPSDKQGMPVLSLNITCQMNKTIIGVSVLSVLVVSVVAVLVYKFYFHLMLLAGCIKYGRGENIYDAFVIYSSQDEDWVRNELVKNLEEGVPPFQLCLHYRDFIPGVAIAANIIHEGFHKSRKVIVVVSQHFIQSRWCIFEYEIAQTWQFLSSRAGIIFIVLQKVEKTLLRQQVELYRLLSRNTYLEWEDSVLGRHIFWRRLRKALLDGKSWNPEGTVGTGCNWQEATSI
Target sequence (Q99836 whole entry, looked up): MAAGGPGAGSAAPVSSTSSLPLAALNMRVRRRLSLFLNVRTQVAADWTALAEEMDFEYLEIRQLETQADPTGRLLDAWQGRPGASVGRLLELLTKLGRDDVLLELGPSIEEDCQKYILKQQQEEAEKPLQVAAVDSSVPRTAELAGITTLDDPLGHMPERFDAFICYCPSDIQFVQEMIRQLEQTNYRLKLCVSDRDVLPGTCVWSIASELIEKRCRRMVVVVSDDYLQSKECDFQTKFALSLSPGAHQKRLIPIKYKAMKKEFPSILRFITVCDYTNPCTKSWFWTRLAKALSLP
Efa HMGR inh: E. faecalis class II HMG-CoA reductase inhibition; inhibition, % at 10 µM; 0.41% of 190,000 active; purified E. faecalis HMGR, NADPH absorbance 340 nm kinetic;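 active = inhibition above a set limit, the median over all tested compounds plus 3 SD, cut at about 9.5% in these data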;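 note: enzyme runs in reverse so mevalonate oxidation gives rising NADPH absorbance; 0% = complete reaction with DMSO and 100% = background rate lacking mevalonate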
STAT3 activator: increases IL-6 driven STAT3 reporter signal; AID 871; U3A cells, IL-6 STAT3-luciferase reporter, luminescence; 100% = signal with IL-6 EC80 alone; 0.91% of 190,000 active; activation (% of control), % at 5.6 µM;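 active = activation above the screen-wide mean of compound activation plus 3 SD, cut at about 130% in these data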;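 note: 0% = background luminescence of wells with medium and substrate only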
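Material: STAT3-luciferase reporter U3A cells; Probe or stimulus: IL-6 (33 ng/mL); Incubation: compound pre-incubation 1 h before IL-6, then 6 h stimulation at 37 °C; Technique: luminescence from STAT3-driven luciferase reporter; Evaluation: % activation versus median of IL-6-stimulated wells; Controls: IL-6-only high control.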
APP 5'UTR act: APP 5'UTR luciferase reporter activation | SH-SY5Y APP 5'UTR luciferase reporter, luminescence; zero percent = DMSO vehicle wells | activation, % at 2 µM | AID 1276 | 1% of 190,000 active;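 active = activation above a set limit, based on mean plus 3 SD of controls, cut at about 140% in these data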; note: values of inactives mirror those of a sister screen read the other way
Hsp70 act: transcriptional activators of Hsp70; HeLa Hsp70 promoter luciferase reporter, luminescence; scaled: vehicle 0, proteasome-inhibitor control 100%; activation, % at 10 µM; 0.04% of 200,000 active;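 active = activation above the mean across all tested compounds plus 3 SD, cutoff set per campaign, cut at about 5.5% in these data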;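 note: 100% = MG132 at 30 µM as the positive control and 0% = DMSO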
STAT3 inh: reduces IL-6 driven STAT3 reporter signal. inhibition, % at 5.5 µM. AID 862. 0.89% of 190,000 active. U3A cells, IL-6 STAT3-luciferase reporter, luminescence; host cell line lacks STAT1;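 active = inhibition above the mean inhibition across all screened compounds plus 3 SD, cut at about 44% in these data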;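 note: 0% = DMSO only wells and 100% = 100 µM nifuroxazide control wells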
STAT1 act: STAT1 signaling activation. AID 932. NIH 3T3 STAT1-luciferase reporter, IFN-gamma, luminescence; 100% = IFN-gamma alone, no compound. activation (% of control), % at 5.5 µM. 2.6% of 200,000 active;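 active = activation above the screen-wide mean activation plus 3 SD, cut at about 130% in these data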;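 note: raw ratio to IFN-gamma control signal so 100% means no change and 0% no light; values of inactives mirror those of a sister screen read the other way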
NF-kB expr up: compounds increasing NF-kB expression in human neuronal cells; AID 1239; 1.6% of 190,000 active; NF-kB reporter expression; hits give high values; fold change at 12.5 µM; in the data active = fold change above about 3.3
The depositor's hits bear a star; . = no result given. No enrichment for hits; 5.6% or so of the library scored in one or more.

[1] O=C(NCc1cccc(Cl)c1)c1ccc2c(c1)SC1=NS(=O)(=O)CCN12
[2] COCCN(C(=O)c1ccccc1)c1nnc(-c2cccnc2)s1
[3] Cc1ccc(C)c(CSC2=NCCN2C(=O)c2cccs2)c1
[4] CCC(C)Nc1nc(-c2cccc(OC)c2O)nc2ccccc12 (stereo not drawn)
[5] CC(c1ccccc1)N1C(=O)c2ccccc2C1(O)Cc1ccccc1 (stereo not drawn)
[6] C/C(=N\NC(=O)c1c[nH]c2ccccc12)c1ccco1
[7] CC(C)c1nc2ccccc2n1CC(O)COC1CCCCC1 (stereo not drawn)
[8] CCN(Cc1ccc(OC)c(F)c1)C(=O)CCl
entry no.	1	2	3	4	5	6	7	8
Redox H2O2 prof	-1.2	1.9	-1.7	-0.1	-1.1	0.2	-1.3	-0.9
STAT1 inh	-15	-1	8	-2	1	-30	-4	16
TLR4 MyD88 comp	6	-1	7	7	2	-6	8	-6
Efa HMGR inh	-3	2	2	0	-3	-3	3	2
STAT3 activator	88	96	97	113	112	131	103	91
APP 5'UTR act	-2	-12	6	-5	23	98	3	-9
Hsp70 act	-0.1	-0.2	0.1	-0.4	-0.2	-0.2	-0.3	0.1
STAT3 inh	20	10	7	-7	-11	-37	6	15
STAT1 act	113	101	92	101	99	128	104	84
NF-kB expr up	1.1	1.3	1	0.4	1.1	2.6	1	.

[9] CC(O)CN(C)CC/C=C1/c2ccccc2CSc2ccccc21 (stereo not drawn)
[10] O=C(O)CCn1cc(/C=C2\NC(=S)N(c3ccccc3)C2=O)c(-c2ccc(Br)cc2)n1
[11] CCOC(=O)c1cc2[nH]c3ccccc3c2[n+](-c2ccc([N+](=O)[O-])cc2)c1N
[12] CCC(=O)N1c2ccc(S(=O)(=O)CCC(=O)NC3CCCC3)cc2CC1C (stereo not drawn)
[13] O=C(Nc1cccnc1)c1ccc(Cl)c(S(=O)(=O)N2CCCCCC2)c1
[14] NS(=O)(=O)c1ccc(CCNC(=O)CSc2ccccc2)cc1
[15] CCOCCCNS(=O)(=O)c1ccc(NC(=O)Cc2c(F)cccc2Cl)cc1
[16] Cc1ccccc1NC(=O)C(=O)NCc1ccccn1
entry no.	9	10	11	12	13	14	15	16
Redox H2O2 prof	0.0	-2.1	-0.2	-0.3	1.8	-1.3	0.1	-4.0
STAT1 inh	-5	4	2	0	-9	1	-3	-12
TLR4 MyD88 comp	3	0	14	1	-3	-8	-14	3
Efa HMGR inh	2	-7	-2	0	-5	-3	-5	2
STAT3 activator	102	98	97	99	72	100	97	94
APP 5'UTR act	-10	7	-2	5	5	-1	4	-1
Hsp70 act	-0.2	-0.3	-0.2	-0.1	-0.4	-0.1	-0.3	-0.5
STAT3 inh	-7	9	1	4	39	7	8	17
STAT1 act	104	95	100	100	108	99	101	111
NF-kB expr up	0.68	1.4	1.3	0.99	0.65	1.1	1.4	1.4

[17] O=C(c1ccco1)N1CCN(C(=O)C2c3ccccc3Oc3ccccc32)CC1
[18] Cc1cc(-c2nnc(-c3ccccc3)c(-c3ccccc3)n2)c(C)o1
[19] CC(/C=N/NC(=O)c1c(Br)cnn1C)=C\c1ccccc1
[20] N#Cc1cc2c(=O)n3ccccc3nc2n(CC2CCCO2)c1=N (stereo not drawn)
[21] O=C(CCC(=O)Nc1ccc(Br)cc1)N/N=C/c1cc([N+](=O)[O-])ccc1O
[22] COc1cccc(N=Nc2c(N)[nH]n3c(=O)c4c(nc23)CCCC4)c1
[23] Cc1nc(N2CCN(Cc3ccccc3)CC2)nc2c1C(=O)CC(C)C2 (stereo not drawn)
[24] CC(=O)NC1(C(Cl)(Cl)Cl)Oc2ccccc2O1
entry no.	17	18	19	20	21	22	23	24
Redox H2O2 prof	2.7	-0.8	0.0	0.8	-0.9	1.3	0.1	0.8
STAT1 inh	-1	10	-22	1	-5	1	5	-13
TLR4 MyD88 comp	2	9	1	0	16	2	12	-9
Efa HMGR inh	-3	-8	-4	.	-5	1	-7	-2
STAT3 activator	100	91	103	105	102	95	88	101
APP 5'UTR act	20	1	-1	59	-11	-5	5	3
Hsp70 act	0.0	-0.1	-0.1	-0.1	-0.3	0.2	-0.3	-0.2
STAT3 inh	4	14	-3	-2	2	10	19	10
STAT1 act	101	91	120	98	104	98	95	112
NF-kB expr up	1.3	1.1	1.6	.	0.98	0.94	0.76	2.8

[25] CCN(C(=O)CSc1nnnn1-c1ccccc1)c1c(N)n(Cc2ccccc2)c(=O)[nH]c1=O
[26] O=C(O)CCCC(=O)N1CCN(c2cccc(Cl)c2)CC1
[27] Cc1cc(C(=O)N2CCC(Cc3ccccc3)CC2)ccc1[N+](=O)[O-]
[28] Cc1ccc(CNC(=O)/C=C/c2c(Cl)cccc2Cl)cc1
[29] O=C(C(=O)N1CCN(c2cccc(Cl)c2)CC1)N1CCCCC1
[30] CS(=O)(=O)N1CCN(c2ccc(C(=O)NC34CC5CC(CC(C5)C3)C4)cc2[N+](=O)[O-])CC1
[31] O=C(/C=C/c1ccco1)NC(=S)NNC(=O)c1ccco1
[32] CCc1c(C(C)S(=O)(=O)c2ccc(C)cc2)[nH]c(=O)n1-c1ccc(OC(F)(F)F)cc1 (stereo not drawn)
entry no.	25	26	27	28	29	30	31	32
Redox H2O2 prof	-0.1	1.8	0.9	1.4	-0.3	-0.6	0.0	0.1
STAT1 inh	1	-6	10	4	3	16	4	3
TLR4 MyD88 comp	-13	-7	-7	-1	-3	-3	-6	-9
Efa HMGR inh	-1	-4	-4	2	2	-4	3	-7
STAT3 activator	100	101	92	105	93	105	96	99
APP 5'UTR act	-8	14	-16	15	29	-9	-2	-14
Hsp70 act	-0.2	-0.3	-0.2	-0.2	0.4	0.4	-0.4	-0.3
STAT3 inh	3	5	15	-4	14	-6	6	2
STAT1 act	99	105	91	96	97	86	96	100
NF-kB expr up	1	1.2	0.84	1.1	1.6	1.1	1.1	1.1

3 entries from above, ordered by the number in Redox H2O2 prof, lowest first:
#	compound	Redox H2O2 prof
29	O=C(C(=O)N1CCN(c2cccc(Cl)c2)CC1)N1CCCCC1	-0.3
27	Cc1cc(C(=O)N2CCC(Cc3ccccc3)CC2)ccc1[N+](=O)[O-]	0.9
28	Cc1ccc(CNC(=O)/C=C/c2c(Cl)cccc2Cl)cc1	1.4

Other results follow.
[33] CCN(CC)S(=O)(=O)c1cccc(C(=O)OCC(=O)N2CC(=O)Nc3ccccc32)c1
[34] CCOc1cc(/C=N/NC(=O)NN(C)c2ncc(C(F)(F)F)cc2Cl)ccc1O
[35] O=C(CSc1ccc2nnc(-c3ccc(F)cc3)n2n1)N1CCCc2ccccc21
[36] N/C(=N\OC(=O)c1cccc([N+](=O)[O-])c1)c1cccnc1
[37] O=C(Nc1nc(-c2ccc(S(=O)(=O)N3CCCCCC3)cc2)cs1)c1cccs1
[38] CCOC(=O)c1ccc(NC(=O)CN(c2ccc(C)cc2)S(=O)(=O)c2c(C)n[nH]c2C)cc1
[39] Cc1cc(Oc2ccccc2)nc(NCc2ccccc2)n1
[40] COCc1cc(CN2CCCC2)c(O)c2ncccc12
entry no.	33	34	35	36	37	38	39	40
Redox H2O2 prof	2.5	-1.8	-0.3	-0.2	1.2	2.5	0.5	-0.4
STAT1 inh	-1	-5	6	-25	20	7	8	9
TLR4 MyD88 comp	-1	9	-15	13	0	10	-2	17
Efa HMGR inh	-2	4	1	-1	-2	-6	-2	-1
STAT3 activator	106	122	91	100	74	96	96	96
APP 5'UTR act	4	41	-8	-10	25	15	-15	-20
Hsp70 act	-0.2	-0.1	0.2	-0.3	-0.4	0.1	-0.2	-0.5
STAT3 inh	-3	-22	13	2	32	9	9	12
STAT1 act	101	104	95	122	87	93	93	92
NF-kB expr up	1.1	1	0.31	1.5	0.55	0.61	0.82	0.67

[41] Nc1ccc(C(=O)OCC(=O)N2c3ccccc3Sc3ccccc32)cc1[N+](=O)[O-]
[42] CCCn1c(CCc2ccccc2)nnc1SCC(=O)N1CCCC1
[43] CCOC(=O)C1CCN(C(=O)Nc2cccc(Cl)c2)CC1
[44] Cc1cc(C)c2nc(SCC(=O)N(C)C3CCS(=O)(=O)C3)cc(C)c2c1 (stereo not drawn)
[45] O=c1oc2ccccc2c(N2CCCCC2)c1[N+](=O)[O-]
[46] O=C1C2CCCCC2C(=O)N1c1ccc(NC2CCN(Cc3ccccc3)CC2)c([N+](=O)[O-])c1 (stereo not drawn)
[47] COc1ccccc1C1(CC(=O)N2CCCCC2)CCOC(C(C)C)C1 (stereo not drawn)
[48] CCS(=O)(=O)N1CCN(c2ccc(C(=O)NC34CC5CC(CC(C5)C3)C4)cc2[N+](=O)[O-])CC1
entry no.	41	42	43	44	45	46	47	48
Redox H2O2 prof	0.3	-0.1	0.8	-0.2	0.3	0.1	0.0	-0.8
STAT1 inh	1	-2	3	-7	-4	9	4	8
TLR4 MyD88 comp	7	6	4	-5	0	12	3	0
Efa HMGR inh	5	-1	0	-1	-7	-1	-5	-7
STAT3 activator	95	106	93	97	98	108	104	94
APP 5'UTR act	18	19	14	12	-5	11	-16	-26
Hsp70 act	-0.2	-0.3	0.0	-0.3	-0.3	-0.1	-0.3	-0.1
STAT3 inh	4	-6	12	6	2	-4	-1	9
STAT1 act	99	101	97	106	103	91	96	92
NF-kB expr up	0.96	1.3	1.2	1	1.1	0.91	0.89	0.75

[49] CC1CN(C(=O)COC(=O)c2c(Cl)cccc2Cl)CC(C)O1 (stereo not drawn)
[50] COc1ccc(C(=O)/C=C/c2cc(OC)c(O)c(OC)c2)c(F)c1
[51] COc1ccc(OC)c(Cc2nnc(CCC(=O)N3CCCCCC3)o2)c1
[52] Cc1cc(C)c(NC(=O)CC(C)(C)C)c(Cl)c1
[53] CCN(CCO)C1CC(=O)N(c2ccccc2C)C1=O (stereo not drawn)
[54] O=C(N/N=C/c1cccnc1)c1ccccc1[N+](=O)[O-]
[55] COc1ccc(C(=O)C2CCCN(C(=O)Cn3ccc(C)n3)C2)cc1OC (stereo not drawn)
[56] CN(C)c1ccc(CC(=O)c2nc3ccccc3s2)cc1
[57] CCOC(=O)COc1c(/C=N\O)cc(Cl)cc1OC
entry no.	49	50	51	52	53	54	55	56	57
Redox H2O2 prof	0.1	-0.4	0.5	-4.2	1.7	-0.1	-0.7	0.7	-0.6
STAT1 inh	-3	11	-18	-5	6	-6	-1	-37	1
TLR4 MyD88 comp	3	7	7	-2	5	4	-7	-11	14
Efa HMGR inh	0	-6	1	2	3	-6	7	1	-1
STAT3 activator	102	85	100	101	103	95	98	113	89
APP 5'UTR act	3	-1	17	-1	2	5	-6	92	-2
Hsp70 act	0.2	-0.2	-0.3	-0.1	-0.1	-0.4	-0.3	0.1	-0.2
STAT3 inh	-1	17	2	2	0	9	7	-21	20
STAT1 act	102	90	115	105	95	106	100	134*	99
NF-kB expr up	1.2	1.2	2.2	1.1	1.2	1.2	1.2	1.2	1.1
